Screening data as filed in PubChem BioAssay.
Vif-APOBEC3F blk: Vif-A3F binding inhibition. HeLa A3F-eYFP + Vif (tagged APOBEC3F with the HIV-1 protein that degrades it), YFP fluorescence increase. 0.2% of 390,000 active. Potency, µM (top dose mostly 46.1 µM), without a hit: at the highest dose activity, negative = active. AID 602313; also: potency is read from the fitted curve at half-maximal effect; % of control where 0% means no effect; nearly all actives have a fitted effect of over 65% in size
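HeLa cells stably expressing A3F-eYFP plus Vif, plated and incubated overnight at 37 deg C, then exposed to compounds overnight at 37 deg C. Blocked degradation read as raised yellow fluorescence (Ex 488/Em 500-530).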
Vif-A3G inh: blocks the Vif interaction with human APOBEC3G; AID 602310; Potency, µM (highest dose often 46.1 µM), for inactives: top-dose activity, negative = active, hits mostly inhibitors; 0.076% of 410,000 active; HeLa A3G-eYFP + Vif (tagged APOBEC3G with the HIV-1 protein that degrades it), YFP fluorescence, overnight; Q9HC16;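 also: potency is read from the fitted curve at half-maximal effect; % is scaled to controls: 0 for no effect and ±100 for the full control effect; nearly all actives have a fitted effect of over 60% in size; hits raise eYFP signal because A3G escapes Vif-driven loss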
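HeLa cells stably expressing Vif and C-terminally eYFP-tagged A3G, seeded overnight at 37 deg C, then exposed to compound by pintool overnight at 37 deg C. Rise in yellow fluorescence (Ex 488/Em 500-530, Acumen) marks blocked Vif-driven A3G degradation.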
RGS4 inh: inhibitors of human regulator of G protein signaling 4 | P49798 | Transcreener GDP fluorescence polarization, RGS4-accelerated GTP hydrolysis | Potency, µM (top dose mostly 114 µM), for the others: top-dose activity change, negative = inhibition, hits mostly inhibitors | 0.039% of 390,000 active; also: potency is read from the fitted curve at half-maximal effect; % is scaled to controls: 0 for no effect and ±100 for the full control effect; nearly all actives have a fitted effect of over 75% in size; some results filed as inactive show a strong effect at the top dose
Target sequence (P49798 whole entry, looked up): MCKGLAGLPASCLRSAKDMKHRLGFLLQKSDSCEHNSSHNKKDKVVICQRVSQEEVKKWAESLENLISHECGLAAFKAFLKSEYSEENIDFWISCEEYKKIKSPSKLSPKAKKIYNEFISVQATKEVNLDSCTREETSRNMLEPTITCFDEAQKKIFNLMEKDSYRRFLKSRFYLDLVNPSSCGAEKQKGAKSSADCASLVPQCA
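MLSMR compounds (23 nl, pin-transferred) preincubated 10 min at room temperature with a 500nM (2x) first reagent, then RGS4 at 900nM (2x) plus Transcreener GDP mix added; fluorescence polarization (620/688 nm) read before and after 90 min at 30 °C.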
GRP78 ERSR act: induces the endoplasmic reticulum stress response in human glioma cells | U87-MG GRP78 promoter luciferase reporter, 16 h | Potency, µM, for inactives: at the top dose activation, most hits filed as activators | 0.02% of 420,000 active | AID 602332; also: potency is read from the fitted curve at half-maximal effect; series mostly up to about 76 µM; % of control where 0% means no effect; nearly all actives have a fitted effect of over 35% in size
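ERSR induction read as luciferase luminescence (Bright-Glo, 10 min at room temperature) in stably transfected human U87-MG glioma cells exposed to compounds for 16 h, using GRP78 as sensor.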
IDH1 R132H inh: inhibitors of human mutant IDH1 R132H; O75874; 0.093% of 390,000 active; IDH1-R132H enzyme, NADPH consumption, diaphorase/resazurin fluorescence; Potency, µM (highest dose often 76.6 µM), without a hit: at the highest dose activity change, negative = inhibition, most hits filed as inhibitors; also: potency is read from the fitted curve at half-maximal effect; % is scaled to controls: 0 for no effect and ±100 for the full control effect; nearly all actives have a fitted effect of over 65% in size
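IDH1-R132H (0.5 ug/mL dispensed) in pH 7.5 Tris buffer was preincubated 30 min with compound, then given a substrate mix of 0.016 mM NADPH and 2 mM alpha-KG for 80 min at room temperature; remaining NADPH was read by diaphorase/resazurin fluorescence.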
TrxR1 inh: rat TrxR1 inhibition. O89049. recombinant rTrxR1, NADPH fluorescence consumption, selenite substrate. Potency, µM (titrated, usually from 114 µM), for inactives: at the top dose activity change, negative = inhibition, most hits filed as inhibitors. 1% of 390,000 active; also: potency is read from the fitted curve at half-maximal effect; % is scaled to controls: 0 for no effect and ±100 for the full control effect; nearly all actives have a fitted effect of over 65% in size
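Rat TrxR1 (90 nM in the dispensed reagent) was pre-reduced with 400 uM NADPH for 5 min at room temperature, then incubated with compound for 15 min. After 400 uM selenite was added, NADPH fluorescence (Ex 340/Em 450 nm) was followed for 8 min.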
USP1 inh: USP1/UAF1 (human) deubiquitinase inhibition; recombinant USP1/UAF1, Ub-Rhodamine cleavage fluorescence; Potency, µM (doses to about 57.1 µM), for the others: top-dose activity change, negative = inhibition, usual class: inhibitors; 0.23% of 390,000 active; also: potency is read from the fitted curve at half-maximal effect; % is scaled to controls: 0 for no effect and ±100 for the full control effect; nearly all actives have a fitted effect of over 60% in size; inactives centre near -12
Target sequence (O94782 whole entry, looked up): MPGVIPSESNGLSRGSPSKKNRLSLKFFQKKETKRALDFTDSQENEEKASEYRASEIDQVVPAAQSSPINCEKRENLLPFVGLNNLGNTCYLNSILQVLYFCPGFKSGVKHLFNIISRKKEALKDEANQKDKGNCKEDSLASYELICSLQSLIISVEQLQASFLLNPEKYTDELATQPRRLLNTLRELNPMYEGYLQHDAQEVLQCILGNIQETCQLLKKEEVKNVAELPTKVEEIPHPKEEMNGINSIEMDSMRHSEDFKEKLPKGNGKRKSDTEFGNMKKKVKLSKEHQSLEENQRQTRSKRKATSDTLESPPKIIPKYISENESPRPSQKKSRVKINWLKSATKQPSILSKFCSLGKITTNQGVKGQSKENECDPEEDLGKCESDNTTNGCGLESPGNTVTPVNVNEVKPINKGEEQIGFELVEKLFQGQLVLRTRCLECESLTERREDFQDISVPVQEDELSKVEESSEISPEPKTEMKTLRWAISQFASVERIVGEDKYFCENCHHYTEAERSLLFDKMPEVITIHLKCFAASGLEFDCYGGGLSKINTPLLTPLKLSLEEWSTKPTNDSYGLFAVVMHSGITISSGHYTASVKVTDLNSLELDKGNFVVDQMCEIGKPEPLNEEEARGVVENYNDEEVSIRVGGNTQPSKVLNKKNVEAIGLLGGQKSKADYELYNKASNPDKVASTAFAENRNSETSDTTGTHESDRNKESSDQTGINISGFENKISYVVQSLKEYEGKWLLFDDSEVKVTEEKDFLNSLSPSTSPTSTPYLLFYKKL
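1 nM enzyme complex + cpd, 15 min RT; start with Ub-Rho 150nM final; kinetic fluorescence ex 480/em 540, 6 reads q60 s. Buffer 50mM HEPES pH 7.8, 0.5mM EDTA, 0.1 mg/ml BSA, 1mM TCEP, 0.01% Tween-20.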
LDHA inh: LDHA (human) enzyme inhibition | purified LDHA, NADH/diaphorase-resazurin fluorescence; hits give low values | activity change, % (values are at about 110 or 230 µM) | 0.15% of 480,000 active; in the data active = activity change below about -30%; inconclusive = mostly about -25% to -30%;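 also: plate controls were DMSO wells for no effect and wells without enzyme for full effect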
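Human LDH5 (2 nM) was incubated with 0.06 mM NADH and 0.2 mM pyruvate for 5 min at room temperature in Tris pH 7.4. Remaining NADH was coupled through diaphorase/resazurin, and resorufin fluorescence was read at 0 and 20 min.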
TrxR1 substrate: substrates of rat thioredoxin reductase 1 | purified TrxR1 substrate turnover, NADPH consumption readout | Potency, µM (highest dose often 114 µM), inactives show top-dose activity change, negative = substrate turnover | 0.01% of 390,000 active; also: potency is read from the fitted curve at half-maximal effect; % is scaled to controls: 0 for no effect and ±100 for the full control effect; nearly all actives have a fitted effect of over 50% in size
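Rat TrxR1, dispensed at 90 nM, was prereduced with 400 uM NADPH (final) for 5 min at ~22 deg C, then incubated with compound 15 min before 400 uM selenite. A first-read NADPH fluorescence drop versus no-compound background flagged substrates.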
Starred values were filed as active, the others as inactive; ? = inconclusive; nt = not tested or not shown; & = joins results of further samples; [ ] = another dose, or the depositor's remark. Unless noted, calls follow the shape of the dose curve; as a rule, active = well fitted curve in the direction sought with a large enough effect; inconclusive = small, poorly fitted or top-dose-only effect, or another doubt; inactive = no such curve, though single readings can be large; an effect the other way counts as inactive or inconclusive.

no. | compound | USP1 inh | LDHA inh | TrxR1 substrate | IDH1 R132H inh | RGS4 inh | Vif-A3G inh | GRP78 ERSR act | TrxR1 inh | Vif-APOBEC3F blk
1 | CC1CN(C(=O)c2ccc(-c3ccccc3Cl)o2)CC(C)O1 (stereo not drawn) | -7% | -7 | 14% | 9% | -3% | -10% | 1% | -11% | -8%
2 | COC(=O)c1cc(NC(=O)c2cnc(SC)nc2-c2ccccc2)cc(C(=O)OC)c1 | -19% | 1&-3 | 1%[57.1 µM] | 1% | 17% | -11% | 3% | 8%[57.1 µM] | 6%
3 | Cc1ccc(NC(=O)CSc2ccc(-c3cccnc3)nn2)cc1 | -3% | 0 | -1% | -2% | 4% | 0% | -2% | 7% | -7%
4 | O=C(CSc1nnc(CNc2ccc(Cl)cc2)n1Cc1ccccc1)NCc1ccco1 | -12% | 5 | -12% | -10% | -9% | 0% | -4% | -25% | -10%
5 | CCCn1c(C(O)c2cc(OC)ccc2OC)nc2ccccc21 (stereo not drawn) | -17% | -1 | -4% | 3% | ? | 2% | -2% | 7%[57.1 µM] | -6%
6 | O=C(CSc1nnc(-c2c[nH]c3ccccc23)o1)c1ccccc1 | -4% | -1 | 2% | 1% | -13% | 0% | 8% | -12% | -4%
7 | COc1ccc(S(=O)(=O)N2CCOCC2)cc1NC(=O)COC(=O)C1=COCCO1 | -24% | -3 | 6% | 5% | -11% | 0% | -1% | 31%[activator] | -16%
8 | COc1ccccc1-n1c(C)nc(=O)c(-c2ccccc2)c1C | -14% | -2 | 11%[57.1 µM] | 2% | -16% | 0% | 5% | 3%[57.1 µM] | -3%
9 | CCOc1ccccc1OCCC(=O)OCC(=O)Nc1c(C)cc(C)cc1C | -12% | -12 | 0% | 2% | -6% | -1% | -1% | 11% | -15%
10 | Cc1c(C(=O)NCCSCc2ccc(Cl)cc2Cl)cccc1[N+](=O)[O-] | -19% | -1 | 1% | -4% | 7% | 2% | -8% | 15% | 0%

Random excerpt: four records from the list.
no. | compound | USP1 inh | LDHA inh | TrxR1 substrate | IDH1 R132H inh | RGS4 inh | Vif-A3G inh | GRP78 ERSR act | TrxR1 inh | Vif-APOBEC3F blk
5 | CCCn1c(C(O)c2cc(OC)ccc2OC)nc2ccccc21 (stereo not drawn) | -17% | -1 | -4% | 3% | ? | 2% | -2% | 7%[57.1 µM] | -6%
4 | O=C(CSc1nnc(CNc2ccc(Cl)cc2)n1Cc1ccccc1)NCc1ccco1 | -12% | 5 | -12% | -10% | -9% | 0% | -4% | -25% | -10%
7 | COc1ccc(S(=O)(=O)N2CCOCC2)cc1NC(=O)COC(=O)C1=COCCO1 | -24% | -3 | 6% | 5% | -11% | 0% | -1% | 31%[activator] | -16%
9 | CCOc1ccccc1OCCC(=O)OCC(=O)Nc1c(C)cc(C)cc1C | -12% | -12 | 0% | 2% | -6% | -1% | -1% | 11% | -15%

Continuation:
no. | compound | USP1 inh | LDHA inh | TrxR1 substrate | IDH1 R132H inh | RGS4 inh | Vif-A3G inh | GRP78 ERSR act | TrxR1 inh | Vif-APOBEC3F blk
11 | Cc1cc(Br)ccc1NC(=O)C1CCN(S(=O)(=O)c2cnc[nH]2)CC1 | -21% | -2 | 1% | -2% | 14% | 0% | -2% | -1% | 0%
12 | CCc1noc(C)c1C(=O)Nc1ccc(-c2nnc3n2CCCCC3)cc1 | 2% | 1 | -5% | -3% | 7% | -5% | -4% | -6% | 4%
13 | Cc1cc(O)c(C(C)C)cc1NC(=O)Nc1cc(Cl)ccc1Cl | -11% | 21 | 4% | 9% | -9% | 1% | -2% | 15% | 9%
14 | O=C(CSc1nc2ccccc2c(=O)n1CCCO)N1CCc2ccccc21 | -20% | -4 | -5% | 16% | -5% | -3% | 0% | -4% | 3%
15 | COc1ccccc1S(=O)(=O)Cc1ccc(C(=O)NCc2ccc(Cl)cc2)o1 | -23% | 0 | 5% | 0% | -5% | -4% | -1% | 6% | 3%
16 | Cc1[nH]c(=O)[nH]c(=O)c1S(=O)(=O)Nc1cccc([N+](=O)[O-])c1C | -11% | 2 | -15%[57.1 µM] | 1% | -8% | 1% | -5% | 23%[57.1 µM] | -31%
17 | COCCCNc1ncnc2c1nnn2C | -14% | -4 | 1%[57.1 µM] | 2% | -12% | 13% | -5% | 5%[57.1 µM] | 2%
18 | COc1ccc(NC(=O)CN2CCN(Cc3ccccc3Cl)S2(=O)=O)cc1Cl | -18% | 1 | 6% | -5% | -2% | -5% | -1% | 22% | -13%
19 | Cc1ccc(S(=O)(=O)N2CCC(n3c(C)nc4cccnc43)CC2)c(C)c1 | -21% | -3 | 1%[57.1 µM] | -16% | -7% | -2% | -4% | 4%[57.1 µM] | -1%
20 | Cc1ccc(-c2cc(C(F)F)n3ncc(C(=O)Nc4cn(C)nc4C)c3n2)cc1 | 1% | -3 | 3% | -5% | 1% | 0% | -3% | 4% | 1%
21 | CC(C)C[C@@H](CN)NC(=O)c1nc[nH]c1C(=O)N[C@@H](C)C(=O)CNC[C@H](C)NC(=O)c1nc[nH]c1C(=O)N[C@@H](CC(C)C)C(=O)O | -31% | 4 | 4% | 5% | ? | 2% | -1% | 15% | 7%
22 | Cc1ccc(NC(=O)c2cc(N3C(=O)C=CC3=O)ccc2N2CCOCC2)cc1 | -2% | -10 | 5%[57.1 µM] | 4% | ? | -11% | -12% | 0.89µM* | -8%
23 | CCOC(=O)N1CCN(C(=O)CC(C)S(=O)(=O)c2cc3c(cc2C)NC(=O)CO3)CC1 (stereo not drawn) | -22% | -2 | 2% | -1% | 12%[11.4 µM] | 0% | -2% | 24% | -1%
24 | COc1cc2nc(CN(C)Cc3nc4ccccc4c(=O)[nH]3)[nH]c(=O)c2cc1OC | 3% | 12 | -4% | -5% | -17% | -6% | 0% | 5% | -1%
25 | CC1CCN(CC(=O)N2CC(=O)Nc3ccccc32)CC1 | -8% | -4 | 6%[57.1 µM] | 0% | -1% | 2% | -3% | 2%[57.1 µM] | -11%
26 | COc1ccc(-n2nc3c(c2NC(=O)C(C)C)CSC3)cc1 | -5% | -11 | -4% | -8% | 37% | 3% | -4% | 11% | -3%
27 | CN1CCN(c2ccc(S(=O)(=O)N3CCOCC3)cc2NC(=O)COc2ccc(C#N)cc2)CC1 | -7% | -8 | -5% | -11% | 9% | 3% | 0% | 15% | 3%
28 | COc1ccc(N2CCCCn3c2nc2c3c(=O)[nH]c(=O)n2C)cc1 | -8% | -1 | -11% | -5% | -5% | -1% | -6% | -9% | 2%
29 | Cc1ccc(S(=O)(=O)CC(=O)Nc2sc(C)c(C)c2C(N)=O)cc1 | -17% | 2 | 12%[57.1 µM] | -3% | -18% | 1% | 1% | 7% | -16%
30 | CCOc1ccccc1NC(=O)CCn1nc(C)c(S(=O)(=O)N2CCCCC2)c1C | -15%&-9% | -2&-3 | 7% | -6%&-5% | 32%[11.4 µM] | 1%&4% | -8%&-2% | 28% | -7%&-6%
31 | CC(C)(C)c1ccc(CN2C(=O)c3ccccc3S2(=O)=O)cc1 | -21% | 0 | -7% | 1% | -53% | 1% | 1% | 12% | 2%
32 | CCOc1cc(CNC(=O)c2ccc3nc(C(C)C)oc3c2)cc(OCC)c1OCC | ? | 4 | 3%[57.1 µM] | 5% | -9% | 1% | 0% | 8%[57.1 µM] | -1%
33 | COc1cccc(NC(=S)NC(=O)Cc2ccccc2)c1 | -15% | -5 | -14% | -2% | -22% | 0% | 10% | ? | 9%
34 | CCN1C[C@@H]2[C@@H]3C(=O)N(Cc4ccccc4)C(=O)[C@@H]3[C@](Cc3ccccc3)(C1=O)N2C(=O)c1ccc(Br)cc1 | -15% | 0 | 6%[57.1 µM] | -14% | 11% | 0% | -2% | 21%[57.1 µM] | -4%
35 | CCC(C)(C)n1nnnc1C(c1ccc2ncccc2c1)N1CCN(c2nc3ccccc3s2)CC1 (stereo not drawn) | -7% | -1 | 3% | 1% | -30% | 1% | 1% | -1% | -2%
36 | Cc1ccc(NC(=S)N2CCCCCC2)cc1 | -12% | -6 | 10%[57.1 µM] | 14% | 3% | 0% | -1% | 13%[57.1 µM] | -11%
37 | CC(C)(C)OC(=O)NCC(=O)N1CCC(C(=O)O)CC1 | -2% | -1 | 6%[57.1 µM] | -4% | 44% | 3% | 1% | 3%[57.1 µM] | 2%
38 | Cc1c(C)n(C)c2ccc(C(=O)NCCCN(C)C3CCCCC3)cc12 | -21% | -1 | 1% | 4% | -14%[56.9 µM] | -2% | 1% | 7% | -5%
39 | COc1ccccc1CN(C)C[C@@H]1OCc2cnnn2CCCC(=O)N([C@H](C)CO)C[C@H]1C | -23% | -8 | nt | -3% | nt | -5% | -3% | nt | 7%
40 | Nc1ncc(Br)cc1S(=O)(=O)NCCC(=O)NC1CCCCC1 | -26% | -1 | 13% | 7% | -52%[56.9 µM] | 2% | -3% | 34% | 3%

This is a subset; count on the stated rates, not on these rows.
